# Assay outcomes: PubChem, Vanderbilt High Throughput Screening Facility
# AMPAR-TARP mod: modulators of AMPA receptor GluA2-stargazin complexes; O88602+P19491; HEK293 GluA2+stargazin, membrane potential dye (FDSS), glutamate EC50; hits were called plate by plate, in both directions; calls only at 30 µM; actives 3.5% (n = 40,000);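 active = any of four per-well response measures lying three or more SD from its plate-wide compound average, in either direction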
# Target sequence (O88602 whole entry, looked up): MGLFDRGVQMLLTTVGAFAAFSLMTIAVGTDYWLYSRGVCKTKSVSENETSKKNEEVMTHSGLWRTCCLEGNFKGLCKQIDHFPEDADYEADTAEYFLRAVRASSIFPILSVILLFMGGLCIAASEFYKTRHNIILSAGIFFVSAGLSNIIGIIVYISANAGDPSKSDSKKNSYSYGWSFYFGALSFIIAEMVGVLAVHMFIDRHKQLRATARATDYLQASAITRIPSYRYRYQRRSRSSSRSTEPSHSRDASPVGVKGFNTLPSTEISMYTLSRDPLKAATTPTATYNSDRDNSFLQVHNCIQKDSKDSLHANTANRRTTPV
# Target sequence (P19491 whole entry, looked up): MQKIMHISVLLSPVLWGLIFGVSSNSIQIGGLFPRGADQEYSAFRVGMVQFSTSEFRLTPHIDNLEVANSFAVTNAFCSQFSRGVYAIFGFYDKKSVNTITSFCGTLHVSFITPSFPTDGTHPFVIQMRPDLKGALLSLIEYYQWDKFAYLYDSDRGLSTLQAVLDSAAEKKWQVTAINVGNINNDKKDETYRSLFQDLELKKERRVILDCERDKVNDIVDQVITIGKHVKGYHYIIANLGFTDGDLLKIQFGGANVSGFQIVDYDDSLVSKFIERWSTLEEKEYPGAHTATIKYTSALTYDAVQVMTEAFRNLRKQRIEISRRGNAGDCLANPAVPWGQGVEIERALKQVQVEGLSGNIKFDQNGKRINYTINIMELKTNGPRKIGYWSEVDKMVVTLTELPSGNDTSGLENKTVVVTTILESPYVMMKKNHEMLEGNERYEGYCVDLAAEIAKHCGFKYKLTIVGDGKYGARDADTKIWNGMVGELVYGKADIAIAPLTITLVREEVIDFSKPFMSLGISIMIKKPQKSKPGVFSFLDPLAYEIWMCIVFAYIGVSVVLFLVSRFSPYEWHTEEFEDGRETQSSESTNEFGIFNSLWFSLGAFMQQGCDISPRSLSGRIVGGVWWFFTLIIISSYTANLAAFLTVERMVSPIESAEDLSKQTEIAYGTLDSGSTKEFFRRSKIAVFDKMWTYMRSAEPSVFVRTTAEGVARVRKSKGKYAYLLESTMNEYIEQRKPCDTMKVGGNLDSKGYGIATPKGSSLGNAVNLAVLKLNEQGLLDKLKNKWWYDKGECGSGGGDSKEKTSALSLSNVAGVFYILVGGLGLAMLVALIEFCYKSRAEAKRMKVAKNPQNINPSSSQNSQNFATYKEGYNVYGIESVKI
# AMPAR-TARP mod agonism max-min: second read-out of AMPAR-TARP mod, no call of its own (marks repeat the call); compound max-min signal; compound-alone response (agonism);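 unitless range of fluorescence divided by baseline over first 100 seconds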
# AMPAR-TARP mod glutamate slope: recorded beside AMPAR-TARP mod, whose call it bears; glutamate slope, % of max; measured here: glutamate response slope, % max;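 scaled per plate between vehicle wells and maximal 1 mM glutamate control wells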
# * hit, by the source's call; i = inactive; + = active, no number.
# Order of values – AMPAR-TARP mod | AMPAR-TARP mod agonism max-min | AMPAR-TARP mod glutamate slope
N#Cc1ccsc1NC(=O)CS(=O)(=O)Cc1ccccc1
→ i | 0.116 | 52.0
CC(=O)N1CCc2ccc(NC(=O)Nc3ccccc3C(F)(F)F)cc2C1
→ i | 0.0595 | 55.0
COc1ccc(Cl)cc1S(=O)(=O)Nc1ccc2c(c1)N(C(=O)C1CCCO1)CC2 (stereo not given)
→ i | 0.0963 | 38.9
CC1CC(C)CN(S(=O)(=O)c2ccc(C(=O)Nc3ccc4ncsc4c3)cc2)C1 (stereo not given)
→ + | 0.0327* | 55.6*
Cc1ccccc1NC(=O)c1ccc(=O)n(Cc2ccccc2F)c1
→ i | 0.0259 | 38.0
Cc1cc(C)c(NC(=O)Cn2cnc3c2c(=O)n(C)c(=O)n3C)c(C)c1
→ i | 0.108 | 68.4
O=C(CN1CCN(c2nccn2-c2cccc(Cl)c2)CC1)N1CCc2ccccc21
→ i | 0.0705 | 24.8
COc1ccc(OC)c(S(=O)(=O)N2CCC(c3nnc(-c4ccc(F)cc4)o3)CC2)c1
→ i | 0.113 | 54.8
COc1cc(/C=C2\Oc3cc(OC(=O)c4ccccc4F)ccc3C2=O)cc(OC)c1OC
→ + | 0.176* | 92.7*
COc1cc(C(=O)Nc2cc(C3CC3)nn2-c2nc(C)cc(=O)[nH]2)cc(OC)c1OC
→ i | 0.138 | 59.1
Cn1c2c(c(=O)[nH]c1=O)C(c1ccc(O)cc1)NC(=O)N2 (stereo not given)
→ i | 0.0883 | 59.5
Cn1nc(NC(=O)c2ccc([N+](=O)[O-])o2)c2c1NC(=O)CC2c1ccco1 (stereo not given)
→ i | 0.138 | 67.4
C=CCOC(=O)C1=C(C)NC(=O)NC1c1cccc(OC)c1OC (stereo not given)
→ i | 0.0618 | 55.5
CS(=O)(=O)N1CCC(CNC(=O)c2ccco2)CC1
→ i | 0.0527 | 32.0
O=C(CN1CCN(S(=O)(=O)N2CCCCCC2)CC1)Nc1cc(Cl)ccc1Cl
→ i | 0.0467 | 54.9
COc1ccc(Cc2nnc(Nc3ccc(OC)c(OC)c3)[nH]c2=O)cc1
→ i | 0.073 | 48.1
COc1ccc(COCC(O)CN2CCN(c3ccccc3F)CC2)cc1OC (stereo not given)
→ i | 0.0342 | 53.4
Cc1cc(=O)[nH]c(-n2nc(C)c(CCC(=O)Nc3ccccc3C(N)=O)c2C)n1
→ i | 0.0979 | 53.0
CC1CN(C)CCN1CC1CCN(C(=O)c2c(F)cccc2F)CC1 (stereo not given)
→ i | 0.0657 | 58.4
O=C(CCCCCn1c(=S)[nH]c2ccccc2c1=O)NCc1ccc(F)cc1
→ i | 0.0683 | 75.2

# Reformatted field by field: 4 of the compounds above.
> CS(=O)(=O)N1CCC(CNC(=O)c2ccco2)CC1
  AMPAR-TARP mod: i; AMPAR-TARP mod agonism max-min: 0.0527; AMPAR-TARP mod glutamate slope: 32.0

> O=C(CN1CCN(S(=O)(=O)N2CCCCCC2)CC1)Nc1cc(Cl)ccc1Cl
  AMPAR-TARP mod: i; AMPAR-TARP mod agonism max-min: 0.0467; AMPAR-TARP mod glutamate slope: 54.9

> COc1ccc(Cc2nnc(Nc3ccc(OC)c(OC)c3)[nH]c2=O)cc1
  AMPAR-TARP mod: i; AMPAR-TARP mod agonism max-min: 0.073; AMPAR-TARP mod glutamate slope: 48.1

> COc1ccc(COCC(O)CN2CCN(c3ccccc3F)CC2)cc1OC (stereo not given)
  AMPAR-TARP mod: i; AMPAR-TARP mod agonism max-min: 0.0342; AMPAR-TARP mod glutamate slope: 53.4

# Four compounds from above, reduced to AMPAR-TARP mod:
Compound	AMPAR-TARP mod
O=C(CCCCCn1c(=S)[nH]c2ccccc2c1=O)NCc1ccc(F)cc1	i
N#Cc1ccsc1NC(=O)CS(=O)(=O)Cc1ccccc1	i
Cc1ccccc1NC(=O)c1ccc(=O)n(Cc2ccccc2F)c1	i
COc1ccc(Cl)cc1S(=O)(=O)Nc1ccc2c(c1)N(C(=O)C1CCCO1)CC2 (stereo not given)	i

# Next part:
# Order of values – AMPAR-TARP mod | AMPAR-TARP mod agonism max-min | AMPAR-TARP mod glutamate slope
O=C(Cn1c2c(c(=O)n(C3CCCCC3)c1=O)CCC2)NCCCN1CCOCC1
→ i | 0.0839 | 57.2
Cc1ccc(NC(=O)NCCCn2nc(-c3ccco3)ccc2=O)c(C)c1
→ i | 0.0656 | 60.0
COC(=O)c1ccc2c(=O)n(-c3cc(C)ccc3C)c(=S)[nH]c2c1
→ i | 0.0449 | 39.9
CCCNC(=O)C(=O)NCC1OCCCN1S(=O)(=O)c1ccc(OC)c(OC)c1 (stereo not given)
→ i | 0.102 | 56.4
CCCc1cc(NCCN(C)C)n2nc(C)c(-c3ccccc3)c2n1
→ i | 0.13 | 62.3
Cc1nnc(NC(=O)C2CCCN(Cc3nc(-c4cccnc4)no3)C2)s1 (stereo not given)
→ i | 0.0795 | 60.5
COCCNC(=O)C(=O)NCC1OCCCN1S(=O)(=O)c1cc(C)ccc1C (stereo not given)
→ i | 0.0966 | 54.7
CCOc1ccc(Cc2nnc(Nc3cc(OC)ccc3OC)[nH]c2=O)cc1
→ i | 0.0662 | 50.3
Cn1nnc2c(SCc3c(F)cccc3Cl)ncnc21
→ i | 0.0237 | 19.9
CC(C)c1cc(=O)n2c(n1)SCC2CC(=O)NCc1cccs1 (stereo not given)
→ i | 0.0574 | 41.9

# Ordered by number of heavy atoms (smallest number first): some entries from above
# Order of values – AMPAR-TARP mod | AMPAR-TARP mod agonism max-min | AMPAR-TARP mod glutamate slope
Cc1nnc(NC(=O)C2CCCN(Cc3nc(-c4cccnc4)no3)C2)s1 (stereo not given)
→ i | 0.0795 | 60.5
O=C(CCCCCn1c(=S)[nH]c2ccccc2c1=O)NCc1ccc(F)cc1
→ i | 0.0683 | 75.2
CCCNC(=O)C(=O)NCC1OCCCN1S(=O)(=O)c1ccc(OC)c(OC)c1 (stereo not given)
→ i | 0.102 | 56.4

# 3 neighbouring entries already listed, for reference:
# Order of values – AMPAR-TARP mod | AMPAR-TARP mod agonism max-min | AMPAR-TARP mod glutamate slope
N#Cc1ccsc1NC(=O)CS(=O)(=O)Cc1ccccc1
→ i | 0.116 | 52.0
CC(=O)N1CCc2ccc(NC(=O)Nc3ccccc3C(F)(F)F)cc2C1
→ i | 0.0595 | 55.0
COc1ccc(Cl)cc1S(=O)(=O)Nc1ccc2c(c1)N(C(=O)C1CCCO1)CC2 (stereo not given)
→ i | 0.0963 | 38.9

# (further entries)
# Order of values – AMPAR-TARP mod | AMPAR-TARP mod agonism max-min | AMPAR-TARP mod glutamate slope
COc1ccccc1NC(=O)CSc1nccn(-c2cc(C)cc(C)c2)c1=O
→ i | 0.0372 | 51.4
Cc1ccc(NC(=O)Cn2c(-c3ccc(F)cc3)ncc(C#N)c2=O)cc1
→ i | 0.102 | 37.4
COc1ccc(-c2nnc(NC(=O)c3cccc(Cl)c3)o2)cc1OC
→ i | 0.147 | 65.6
COc1ccc(S(=O)(=O)CCCC(=O)N(CCN(C)C)c2nc3c(F)cccc3s2)cc1
→ i | 0.099 | 61.1

# Some of the compounds tested (hit frequency here may not be typical).
